GSK3B inh: blocks human GSK3beta kinase activity; P49841; GST-GSK3beta kinase, ADP-Glo luminescence, 60 min; stronger effect = lower value; activity score (negative = inhibition), % at 10 µM; 300,000 tested, 0.038% active; AID 2097;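 active = more than half of replicate wells score below -50%, meaning over 50% inhibition versus plate controls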;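 also: 0% = median DMSO wells and -100% = median GW8510 positive control wells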
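Test system: GST-tagged human GSK3beta kinase, cell-free; evaluation: activity score scaled between in-plate DMSO and GW8510 controls; measured by: ADP-Glo luminescence; incubation: 60 min reaction, RT; benchmarks: DMSO and 20 µM GW8510; reagent: peptide substrate plus 25 µM ATP (final); medium: Tris/MgCl2 kinase buffer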
Dyrk1A ADPGlo: inhibitors of rat Dyrk1A kinase; Q63470; ADP-Glo luminescence, NFATc1 peptide; inhibition, % at 12.5 µM; 310,000 tested, 0.43% active; AID 504441; in the data active = inhibition above about 50%;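 also: plate controls were vehicle with enzyme for no effect and no enzyme for full effect; many of its hits are not listed in these tables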
PolyA inhibitor: inhibitors of polyadenylation in S. cerevisiae | S. cerevisiae SKY197-pL101 polyadenylation reporter, beta-gal luminescence; efflux-impaired pdr1/pdr3 knockout yeast; score 100 = 6 SD above DMSO | calls only at 12 µM | 300,000 tested, 0.02% active | AID 1875;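 active = lowest replicate activity score at least 50, where 100 means six control SD above control mean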;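 also: yeast exposed to compound for 9 h at 30 °C; higher score means more reporter readthrough which indicates perturbed polyadenylation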
hERG rescue: compounds protecting human hERG from proarrhythmic drug block. CHO-hERG, FluxOR thallium flux, dofetilide IC70 present. AID 1511. 310,000 tested, 0.51% active. activation (rescue from dofetilide block), less the hit threshold, % at 10 µM. Q12809;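 active = activation above the mean of controls blocked by dofetilide plus 5 SD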;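 also: thallium influx through hERG after potassium depolarization seen as dye fluorescence rise; in these data hits start at about 4.7%; inactives centre near -7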
KCNQ1 pot: potentiates or activates the human KCNQ1 potassium channel; 310,000 tested, 0.35% active; CHO-K1 KCNQ1, thallium flux FluxOR fluorescence; stronger effect = higher value; B-score at 10 µM;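 active = fluorescence ratio B-score, a plate-corrected score, at least three library SD, with initial intensity B-score within 5 SD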
Target sequence (P51787 whole entry, looked up): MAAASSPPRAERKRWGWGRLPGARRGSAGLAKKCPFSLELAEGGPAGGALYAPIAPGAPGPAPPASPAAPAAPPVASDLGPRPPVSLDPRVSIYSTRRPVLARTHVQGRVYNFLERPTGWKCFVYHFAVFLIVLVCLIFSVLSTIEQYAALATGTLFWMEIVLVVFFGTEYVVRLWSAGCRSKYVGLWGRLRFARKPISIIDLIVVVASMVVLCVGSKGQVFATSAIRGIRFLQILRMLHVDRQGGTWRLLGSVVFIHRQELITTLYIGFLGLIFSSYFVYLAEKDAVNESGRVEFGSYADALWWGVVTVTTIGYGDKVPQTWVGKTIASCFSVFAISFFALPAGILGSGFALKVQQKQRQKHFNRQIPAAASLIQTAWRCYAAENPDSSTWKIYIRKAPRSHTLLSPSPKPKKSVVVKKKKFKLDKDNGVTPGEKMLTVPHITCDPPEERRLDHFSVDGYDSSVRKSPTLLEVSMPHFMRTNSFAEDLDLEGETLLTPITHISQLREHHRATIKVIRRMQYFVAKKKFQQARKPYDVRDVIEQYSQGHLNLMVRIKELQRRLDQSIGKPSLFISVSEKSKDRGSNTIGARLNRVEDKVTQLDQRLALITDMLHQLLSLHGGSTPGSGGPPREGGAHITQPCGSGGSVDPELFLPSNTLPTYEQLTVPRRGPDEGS
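Material: CHO-K1 cells stably expressing KCNQ1. Medium: assay buffer for compound exposure, DMSO matched across wells. Reagent: K+/Tl+ depolarizing stimulus. Compound dosing: single-concentration screen. Times: 37 °C overnight plating, 90-min dark dye load, 20-min compound pretreatment. Technique: FluxOR Tl+ flux fluorescence.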
RGS4 pot: RGS4 potentiation or activation; HEK293 M3R/inducible RGS4, carbachol calcium flux Fluo4; stronger effect = lower value; B-score at 10 µM; 310,000 tested, 0.92% active;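 active = B-score of the integrated calcium signal more than 4 SD below the library mean, with starting fluorescence not abnormally high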;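 also: negative B-score means reduced calcium response which marks RGS4 activation or potentiation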
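Also added: carbachol at ECmax as muscarinic agonist stimulus; Assay system: HEK293 cells with stable M3R and inducible RGS4; Timing: overnight RGS4 induction, 30 min dye load 37 °C, 20 min compound RT; Measured by: Fluo4-AM (2 µM) calcium-flux fluorescence, kinetic read.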
RGS4 block: inhibitors of human RGS4; P49798; HEK293 M3R/RGS4 inducible, Fluo-4 calcium flux; stronger effect = higher value; triggered by carbachol at its EC20; B-score at 10 µM; 310,000 tested, 0.45% active; AID 463165;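 active = B-score, a plate-corrected calcium signal, over three deviations above library mean, with baseline fluorescence within five deviations of library mean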;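 also: RGS4 expression induced by doxycycline in cells with stable M3 receptor; B-score is computed from the integrated fluorescence ratio over baseline after carbachol; higher B-score means a larger calcium signal and so more RGS4 inhibition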
KCNQ1 block: blocks the human KCNQ1 potassium channel; B-score at 10 µM; 310,000 tested, 1.3% active; CHO-K1 KCNQ1, FluxOR thallium flux fluorescence; stronger effect = higher value;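 active = compounds whose thallium flux B-score, printed positive for inhibition, exceeds three library SD while starting fluorescence stays within three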;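 also: channel opened by potassium depolarization with thallium stimulus after 20 min compound exposure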
KCNK3 inh: human KCNK3 channel inhibition, primary screen; 340,000 tested, 0.84% active; CHO-KCNK3 thallium flux, FluxOR fluorescence; stronger effect = lower value; B-score at 10 µM; AID 602410; O14649;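 active = B-score under library mean minus 4 SD, starting fluorescence ratio at most library mean plus 5 SD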;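 also: more negative B-score means stronger inhibition of thallium flux through KCNK3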
Target sequence (O14649 whole entry, looked up): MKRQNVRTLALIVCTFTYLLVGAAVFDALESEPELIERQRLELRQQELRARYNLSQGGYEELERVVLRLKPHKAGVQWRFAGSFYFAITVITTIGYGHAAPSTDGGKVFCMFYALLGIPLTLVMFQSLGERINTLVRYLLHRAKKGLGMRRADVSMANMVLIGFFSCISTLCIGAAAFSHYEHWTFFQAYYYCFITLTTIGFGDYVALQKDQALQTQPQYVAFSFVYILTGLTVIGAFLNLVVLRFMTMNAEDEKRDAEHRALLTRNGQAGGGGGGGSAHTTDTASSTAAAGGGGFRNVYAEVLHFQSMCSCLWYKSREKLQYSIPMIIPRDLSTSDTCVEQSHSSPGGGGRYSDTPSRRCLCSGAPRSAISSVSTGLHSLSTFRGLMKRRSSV
KCNK9 inh: inhibitors of human KCNK9 two-pore domain potassium channel; Q9NPC2; HEK293 KCNK9, FluxOR thallium flux fluorescence; stronger effect = lower value; B-score at 10 µM; 310,000 tested, 1.2% active; AID 488922;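 active = ratio B-score over 3 SD below the library mean, with starting fluorescence within 5 SD of its mean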;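 also: negative B-score means less thallium flux so channel inhibition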
GSK3 alpha inh: inhibitors of human GSK-3 alpha kinase; AID 2650; P49840; 320,000 tested, 0.1% active; inhibition, % at 10 µM; ADP-Glo luminescence, 60 min;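 in the data active = inhibition above about 50%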;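 also: GST-tagged GSK-3 alpha with peptide substrate and 25 µM ATP; 0% = DMSO neutral wells and 100% = GW8510 positive control wells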
Numbers without * were called inactive; i = inactive; / = not tested or not shown.

Values in the order: GSK3B inh, Dyrk1A ADPGlo, PolyA inhibitor, hERG rescue, KCNQ1 pot, RGS4 pot, RGS4 block, KCNQ1 block, KCNK3 inh, KCNK9 inh, GSK3 alpha inh
1	CCOC(=O)/C=c1\s/c(=C\c2ccc(C#N)cc2)c(=O)n1CC(=O)Nc1cccc(C)c1C
→ -1, /, i, -6, i, i, i, i, i, i, 0
2	Fc1ccccc1/C=N/n1cc(-c2ccccc2)[nH]c1=S
→ -2, 4, i, -8, i, i, i, i, i, i, 1
3	CCn1nc(NC(=O)C2CCCO2)c2cc3cc(C)ccc3nc21 (configuration not stated)
→ 0, -3, i, -9, i, i, i, i, i, i, /
4	C=CCN(C(=O)c1csnn1)C(C(=O)NCc1ccc(F)cc1)c1sccc1C (configuration not stated)
→ 4, 4, i, -14, i, i, i, i, i, i, 0
5	O=C(NC(=S)Nc1cccc2c(O)cccc12)c1ccco1
→ -29, 48, i, 0, i, i, i, i, i, i, 39
6	CSC1=NC2(CCCCC2)CC12C=CC(=O)C=C2
→ 2, -1, i, 0, i, i, i, i, i, i, -1
7	COc1ccccc1N1C(=O)C2C3C=CC(C3)C2(C)C1=O (configuration not stated)
→ 5, 4, i, -2, i, i, i, i, i, i, 1
8	CC1CCN(S(=O)(=O)c2ccc3c(c2)oc(=O)n3CC(=O)N2CCc3ccccc3C2)CC1
→ 1, 1, i, -14, i, i, i, i, i, i, -1
9	COc1cccc(Cn2cccc(NC(=O)Nc3cccc(C#N)c3)c2=O)c1
→ 0, /, i, -15, i, i, i, i, /, i, -3
10	O=C(N/N=C\c1ccc(Oc2ccccc2)cc1)c1csnn1
→ 1, -5, i, -9, i, i, i, i, i, i, 1
11	Cc1ccc2occ(C(=O)c3ccco3)c(=O)c2c1
→ 0, 12, i, -13, i, i, i, i, i, i, -1
12	CCOc1ccc(C(=O)NC2CCN(C(=O)Nc3ccccc3OC)CC2)cc1
→ -1, 3, i, -5, i, i, i, i, i, i, 0
13	Cc1cccc(-n2cc(-c3ccccc3)c3c(N4CCOCC4)ncnc32)c1
→ 0, /, i, -36, i, i, i, i, i, i, 2
14	CCOC(=O)c1oc2cccc(OCC(O)CNC(C)C)c2c1C (configuration not stated)
→ -8, 13, /, -16, i, i, i, i, i, i, 3
15	Cc1ccc(C(=O)NCC(c2ccc(F)cc2)N2CCOCC2)cc1 (configuration not stated)
→ -2, -2, i, -4, i, i, i, i, i, i, 0
16	Cc1cc(C(=O)NC2CCCc3ccccc32)ccc1[N+](=O)[O-] (configuration not stated)
→ 2, -5, i, -7, i, i, i, i, i, i, 2
17	COC(=O)C1=C(C)N(CCc2ccc(OC)c(OC)c2)C(=O)C1
→ 2, 0, i, -6, i, i, i, i, i, i, -3
18	CC(C)N1C(=O)CCC1C(=O)NC1CCCC1 (configuration not stated)
→ 3, -3, i, -6, i, i, i, i, i, i, -1
19	COc1ccc(CC(=O)NCC2CCCN(Cc3ccccc3OC)C2)cc1 (configuration not stated)
→ 1, /, i, -4, i, i, i, i, i, i, 1
20	CCOc1ccc(Oc2ccc(Cl)cc2NC(=O)CCNC(C)=O)cc1
→ -2, /, i, -14, i, i, i, i, i, i, -1
21	Cc1c(C(=O)Nc2ccc(S(N)(=O)=O)cc2)oc2ccc(Cl)cc12
→ -2, -4, i, -7, i, i, i, i, i, i, -1
22	CCn1nc(C)c(CN2CCN(Cc3ccc(OC)c(C)c3C)C(CCO)C2)c1C (configuration not stated)
→ 2, 8, i, -4, i, i, i, i, i, i, 1
23	c1ccc2nc(N3CCOCC3)cnc2c1
→ -4, 2, i, -4, i, i, i, i, i, i, -2
24	N=c1c2c(n(Cc3ccc(F)cc3)c3c1CCC3)CCC2
→ -1, -8, i, -6, i, i, i, i, i, i, 1
25	C/C(=N\NC(=O)c1ccc(Cl)cc1)c1cccc(NC(=O)C(C)C)c1
→ 0, -1, /, -7, i, i, i, i, i, i, 1
26	CCC(=O)Nc1cc(SCCO)cc([N+](=O)[O-])c1
→ 2, 4, i, -11, i, i, i, i, i, i, 2
27	Cc1cc(C)cc(N(C)S(=O)(=O)c2nnc(NC(=O)C(C)C)s2)c1
→ 6, -3, i, -2, i, i, i, i, i, i, 3
28	CC(=O)N1CCN(S(=O)(=O)c2ccc(F)c(Cl)c2)CC1
→ 5, /, i, -7, i, i, i, i, i, i, 2
29	Nc1ncncc1-c1ccc2ccccc2c1
→ 1, 16, i, -15, i, i, i, i, i, i, 2
30	COc1cccc(NC(=O)c2cc(-c3ccc(C)o3)nc3ccccc23)c1
→ 1, -1, /, -6, i, i, i, i, i, i, 0
31	CC(=O)N/C(=N/c1nc(C)cc(C)n1)Nc1cccc(C)c1C
→ 2, 1, i, -5, i, i, i, i, i, i, -2
32	O=C(/C=C\Nc1cccc(F)c1)c1ccc2c(c1)OCO2
→ -1, 3, i, -8, i, i, i, i, i, i, -3
33	O=C(CN1c2ccccc2Sc2ccccc21)NNC(=O)Nc1cccc(Cl)c1
→ -3, /, i, -5, i, i, i, i, i, i, -1
34	CC(C)(C)c1ccc(CN2C(=O)c3ccccc3S2(=O)=O)cc1
→ 3, 2, i, -9, i, i, i, i, i, i, 1
35	COc1cc(O)c(C(CCN2CCN(c3ccccc3)CC2)c2cc(OC)c(OC)c(OC)c2)c(OC)c1 (configuration not stated)
→ 2, -4, i, -9, i, i, i, i, i, i, -3
36	O=C(NCc1ccccc1)C(c1ccccc1F)N(CC1CCCO1)C(=O)c1ccccn1 (configuration not stated)
→ 3, -1, i, -2, i, i, i, i, i, i, -1
37	Cc1ccc(N(CC(=O)NCc2ccc(F)cc2)C(=O)c2csnn2)c(C)c1
→ 8, -4, i, -2, i, i, i, i, i, i, -2
38	Cc1cc(C)c(C(=O)C[n+]2cccc(C(N)=O)c2)c(C)c1
→ 5, /, i, -8, i, i, i, i, i, i, 6
39	CS(=O)(=O)c1ccc(C(=O)NC2CCCc3ccccc32)cc1 (configuration not stated)
→ -1, -1, i, -4, i, i, i, i, i, i, -1
40	Cc1onc(-c2c(F)cccc2Cl)c1C(=O)N1CCc2ccccc2C1
→ 0, 3, i, -5, i, i, i, i, i, i, 0
41	CCCC[C@@H]1C[C@H]1[C@@H](NC(=O)c1cccs1)c1ccc(Cl)cc1
→ 0, /, i, -23, i, i, i, 10*, /, -11*, -2
42	COc1ccc2cc(S(=O)(=O)N3CCCCCC3)ccc2c1
→ 1, 0, i, -12, i, i, i, i, i, i, 0
43	CCCn1cc(NC(=O)c2cc3n(n2)C(C(F)(F)F)CC(c2ccccc2)N3)cn1 (configuration not stated)
→ 2, -6, i, -5, i, i, i, i, i, i, -1
44	COc1ccc(C(=O)C(C)OC(=O)c2cccc(S(=O)(=O)Nc3cc(Cl)c(OC)cc3OC)c2)cc1 (configuration not stated)
→ -1, 1, i, -11, i, i, i, i, i, i, -1
45	Cc1cc(OCC(O)CN2CCc3ccccc3C2)ccc1Cl (configuration not stated)
→ 2, 4, i, 0, i, i, i, i, i, i, 1
46	O=C(C1=C(O)C(=O)N(CCCN2CCOCC2)C1c1ccncc1)c1cc2ccccc2o1 (configuration not stated)
→ -1, /, i, -6, i, i, i, i, /, i, /
47	CC(C)(C)C(=O)Nc1ccccc1C(=O)Nc1cccnc1
→ 4, 6, i, -6, i, i, i, i, i, i, 0
48	COc1ccc(O)c(/C=c2/sc3nc4cc(C)c(C)cc4n3c2=O)c1
→ -2, 26, i, -12, i, i, i, i, i, i, /
49	O=C(C1=C[C@@H](c2ccc(Br)cc2)C[C@@H](OCc2ccc(CO)cc2)O1)N1CCN(Cc2ccccc2)CC1
→ 2, 11, i, -10, i, i, i, i, i, i, 0
50	Cc1ccc(-c2csc(NC(=O)Cn3[nH]c(=O)c4ccccc4c3=O)n2)cc1
→ -10, -3, i, -11, i, i, i, i, i, i, -3
51	Cc1ccc(CN(C)C(=O)c2cc(COc3ccc(F)cc3Cl)on2)o1
→ 4, -2, i, 1, i, i, i, i, i, i, -1
52	O=C(NCc1ccc(F)cc1)C1(c2cccs2)CCOCC1
→ 0, -1, i, -9, i, i, i, i, i, i, -2
53	COc1ccccc1C1c2[nH]c3ccccc3c2CCN1Cc1cnc(C)s1 (configuration not stated)
→ -2, -17, i, -4, i, i, i, i, i, i, /
54	COc1ccc(CC(NC(C)=O)C(=O)NC2CCN(C(=O)Nc3ccc(Cl)cc3)CC2)cc1OC (configuration not stated)
→ 2, 0, i, -1, i, i, i, i, i, i, -6
55	Cc1ccc(C(=O)N/N=C2\SCC(=O)N2c2cc(C)ccc2C)cc1
→ 2, -3, i, -11, i, i, i, i, i, i, -4
56	O=C(Cc1ccccc1)Nc1nnc(-c2cccs2)s1
→ 3, -4, i, -6, i, i, i, i, i, i, 1
57	COc1ccc(NC(=S)N/C(=N/S(=O)(=O)c2ccc(C)cc2)c2ccccc2)cc1
→ -2, -2, i, -2, i, i, i, i, i, i, -3
58	COc1ccc(CCNC(=O)CCc2ccccc2)cc1OC
→ -3, /, i, -11, i, i, i, i, i, i, -3
59	COc1ccccc1N1C(=O)CC(Sc2nccc(C)n2)C1=O (configuration not stated)
→ -4, 4, i, -7, i, i, i, i, i, i, -1
60	CC(C)Sc1nc2ccccc2n1CC(N)=O
→ 0, 1, i, -13, i, i, i, i, i, i, -2
61	CC1CCC2(CC1)Nc1ccccc1C(=O)N2c1ccccc1 (configuration not stated)
→ 1, 9, i, -8, i, i, i, i, i, i, -9

Source: PubChem BioAssay

A portion of the library; the hit share may differ from the screen's.
